NOD1 NF-kB reporter: NOD1 signaling inhibitors, primary screen, cell-based, luminescence, uHTS (AID 1578). NOD1-driven NF-kB luciferase reporter cells, luminescence; higher % means a stronger effect. inhibition, % at 4 µM; hits with a dose series show EC50 in µM. 1% of 290,000 active; in the data active = inhibition mostly above about 36%, no sharp cut-off; inactive = mostly below about 34%;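 also: HEK-293T reporter cells stimulated with the NOD1 agonist gamma-tri-DAP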
GPR55 beta-arrestin: selective activators of receptor GPR55 – imaging, U2OS cells, beta-arrestin-GFP redistribution, primary screen (AID 1961) | U2OS GPR55 beta-arrestin-GFP redistribution imaging; higher % means a stronger effect | one-dose activation, % at 10 µM; EC50 in µM for titrated hits | 0.048% of 290,000 active;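 active = activation above 40% with more than 50 cells counted in the well; inconclusive = wells holding fewer than 50 cells, flagged as toxic or sparse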;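 also: U2OS osteosarcoma cells stably expressing GPR55 and beta-arrestin-GFP; plate controls were DMSO negative control for no effect and LPI positive control for full effect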
West Nile antiviral: inhibition of WNV-induced cytopathic effect – cell-based, CPE readout (AID 1621) | West Nile virus-infected cells, CPE inhibition; higher % means a stronger effect | one-dose CPE inhibition, % at 10 µM; IC50 in µM for titrated hits | 0.02% of 290,000 active; in the data active = a potency from the dose series; inconclusive = CPE inhibition mostly from about 3.7% at the one dose, without a potency; inactive = the rest, 99 in 100 with CPE inhibition below about 2.2%; also: strong numbers were not always called active
GPR55 antagonists: GPR55 antagonists blocking LPI-driven arrestin recruitment, primary screen, imaging, U2OS, beta-arrestin-GFP, LPI agonist (AID 2013). U2OS GPR55 beta-arrestin-GFP translocation imaging, LPI antagonism; higher % means a stronger effect. one-dose inhibition, % at 10 µM; IC50 in µM for titrated hits. 0.13% of 290,000 active;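 active = spots per cell inhibited over 60%, with over 100 cells counted and total cytoplasm intensity under 500,000; inconclusive = wells with under 100 cells, flagged as likely toxic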;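 also: U2OS cells stably carrying GPR55 and arrestin-GFP stimulated by 5 µM LPI near EC80; imaged beta-arrestin-GFP aggregate spots per cell after agonist stimulation; plate controls were LPI-stimulated DMSO wells for no effect and DMSO wells without LPI for full effect; some results filed as inactive read as strong as hits; confirmed hits need IC50 under 10 µM and bright autofluorescent wells are also inconclusive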
NS5 inhibitors: Dengue-2 NS5 methyltransferase inhibitors, primary screen, biochemical, confirmation dose response (AID 588689). inhibition, % at 25 µM, or IC50 in µM where a hit was titrated. Dengue-2 NS5 methyltransferase capping enzyme assay, biochemical; higher % means a stronger effect. 0.3% of 340,000 active; in the data active = a potency from the dose series; inconclusive = inhibition above about 29% without an active follow-up result
KOR beta-arrestin-1: kappa opioid receptor blockers – cell-based, luminescence, uHTS (AID 1778) | one-dose inhibition, % at 10 µM; IC50 in µM for titrated hits | KOR beta-arrestin recruitment, luminescence, antagonist mode; higher % means a stronger effect | 0.091% of 290,000 active; in the data active = inhibition above about 50%; also: strong numbers were not always called active
GPR35 arrestin U2OS: inhibition of zaprinast-stimulated GPR35 beta-arrestin translocation – imaging, U2OS, beta-arrestin-GFP, zaprinast agonist, primary screen (AID 2058); U2OS GPR35 beta-arrestin-GFP translocation imaging, zaprinast antagonism; higher % means a stronger effect; inhibition, % at 10 µM, or IC50 in µM where a hit was titrated; 0.052% of 290,000 active;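 active = inhibition of at least 50% with at least 30 cells and total cytoplasm GFP at most 10,000,000; inconclusive = under 30 cells or total GFP of 10,000,000 plus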
HIV fusion peptide: cell-free HIV fusion peptide-binding blockers – biochemical, uHTS, fluorescence dequenching, primary screen (AID 1986). cell-free peptide binding, fluorescence dequenching, 30 min; higher % means a stronger effect. inhibition, % at 20 µM; hits with a dose series show IC50 in µM. 0.3% of 290,000 active; in the data active = inhibition mostly above about 52%, no sharp cut-off; inactive = mostly below about 76%; also: some results filed as inactive read as strong as hits
KOR beta-arrestin-2: KOR agonists, beta-arrestin recruitment, primary screen, cell-based, luminescence, uHTS (AID 1777). KOR beta-arrestin recruitment, luminescence; higher % means a stronger effect. activation, % at 10 µM, or EC50 in µM where a hit was titrated. 0.02% of 280,000 active; in the data active = activation above about 50%, passing the limit was not always enough; also: a part of the inactive calls stands beside numbers as strong as those of hits
NS5 inhibitors pilot replicate: also measured in NS5 inhibitors; calls as there; inhibition, %; measured here: pilot screen replicate inhibition
* = called active by the depositor; ? = inconclusive; / = no result given; [ ] = another dose, or the depositor's remark. These rows are one share of the data (hit frequency here may not be typical).

SMILES	NOD1 NF-kB reporter	GPR55 beta-arrestin	West Nile antiviral	GPR55 antagonists	NS5 inhibitors	KOR beta-arrestin-1	GPR35 arrestin U2OS	HIV fusion peptide	KOR beta-arrestin-2	others
CCOC(=O)c1sc(NC(=O)CCCn2nc([N+](=O)[O-])c(Cl)c2C)c(C(=O)OCC)c1C	-14%	-0.3%	-0.4%	-2%	-5%	4%	-12%	-0.8%	-4.6%
CC(C)OC(=O)CSc1nnc2n1C(C)(C)Cc1ccccc1-2	-23%	-0.4%	0.1%	19%	3%	9%	10%	11%	-2.7%	NS5 inhibitors pilot replicate=-1.8
CC(NC(=O)c1ccc(CS(C)(=O)=O)cc1)c1cccc2ccccc12 (stereo unspecified)	-17%	0.2%	-0.7%	-4%	-7%	-8%	-14%	3.1%	0.4%
O=C(CN1CCCCC1)Nc1cccc([N+](=O)[O-])c1	-31%	-0.1%	-0.6%	4%	-4%	-2%	6%	3.4%	1.3%
O=c1[nH]c2cccnc2n1-c1cccc([N+](=O)[O-])c1	-1%	-0.1%	-0.3%	-1%	/	10%	-12%	-1.9%	9.3%
CCOC(=O)Cc1c(C)c2ccc(N(CC)CC)cc2oc1=O	0%	-0.1%	/	3%	-5%	-19%	6%	-0.4%	2.5%
COc1ccccc1NS(=O)(=O)c1cc(-c2cc(C)no2)ccc1OC	18%	0.3%	-1.9%	-2%	-13%	9%	-14%	-1.7%	-5.0%
O=C(O)c1cnn2c(C(F)(F)F)cc(-c3ccccc3)nc12	11%	-0.1%	0.3%	-8%	72%	-32%	7%	6.0%	-0.7%
O=C(NNC(=O)c1cccs1)Nc1cccc(Cl)c1	2%	-0.1%	/	-15%	-6%	-26%	7%	0.4%	4.5%
Cc1ccc(-c2nc(NCc3cccnc3)c3ccccc3n2)cc1	-31%	-0.1%	-0.2%	0%	1%	-35%	-14%	0.1%	6.0%
CCC(=O)Nc1ccc(C(=O)NNC(=O)c2cc([N+](=O)[O-])cc([N+](=O)[O-])c2)cc1	-15%	0.2%	0.5%	76%	-2%	2%	25%	-1.8%	-3.9%
COCC(=O)N1CCCC(C(=O)c2ccc(-c3ccccc3)cc2)C1 (stereo unspecified)	-30%	-0.3%	-1.4%	-3%	-7%	-20%[20 µM]	0%	-0.3%	-5.3%
COc1ccccc1-c1cc(C(=O)NCCc2ccccc2)no1	-5%	0.9%	-0.6%	-4%	-11%	-51%	7%	-2.5%	19%
Cc1cccc(NC2=C(NC(=O)c3ccccc3)C(=O)c3ccccc3C2=O)c1	-6%	-0.2%	-0.6%	6%	58µM*	2%	7%	-0.1%	-0.3%
Oc1ccc(C2C=C(c3ccc(F)cc3)Nc3ncnn32)cc1 (stereo unspecified)	-1%	0.7%	0.3%	12%	3%	-12%	-7%	3.3%	-0.7%
COc1cccc(C(=O)Nc2ccc(NC(=O)c3ccco3)c(Cl)c2)c1	-3%	0.0%	0.4%	-6%	6%	25%	0%	0.4%	9.7%
O=S(=O)(Nc1ccc2nc(-c3ccco3)[nH]c2c1)c1ccccc1	-5%	0.5%	0.0%	-25%	-18%	4%	7%	-1.9%	-4.4%
CC(=O)Nc1ccc(OCC(O)Cn2nc(C)c(C)c2C)cc1 (stereo unspecified)	2%	0.3%	1.0%	0%	-7%	8%	0%	0.7%	-7.6%
CCC/C(O)=C1\C(=O)CCCC1=NCCc1c(C)[nH]c2ccccc12	-2%	0.0%	-0.3%	-21%	2%	9%	-3%	-2.6%	/
COc1ccc(N(C)S(=O)(=O)c2c(C)[nH]c(=O)[nH]c2=O)c(OC)c1	-30%	-0.1%	0.8%	11%	1%	12%	13%	3.9%	-1.6%	NS5 inhibitors pilot replicate=2.7
CCOc1ccccc1C(=O)N1CCCCC1C (stereo unspecified)	-21%	-0.2%	-0.1%	-3%	3%	3%	-8%	-0.8%	-5.3%
CC(C)CNc1ncnc2c1cnn2Cc1ccc(Cl)cc1	-2%	-0.6%	0.1%	-2%	/	-28%	7%	-0.3%	6.2%
CN(CC(=O)Nc1ccc(F)c(F)c1)S(=O)(=O)c1cccc2cccnc12	-21%	0.7%	-0.3%	4%	-9%	48%	39%	-0.5%	-5.3%
CC(=O)Nc1cccc(S(C)(=O)=O)c1	-14%	-0.1%	1.5%	9%	4%	-36%	6%	-0.3%	1.2%
CCS(=O)(=O)n1nc(-c2ccccc2)nc1SC	-16%	-0.1%	-0.5%	13%	-2%	11%	2%	0.1%	-3.1%
O=C1N(Cc2cccnc2)C[C@@H]2C[C@@H](c3ccc(-c4ccccc4)cc3)N3CCC[C@@]123	-10%	-0.1%	-2.1%	-2%	1%	-3%	2%	2.2%	-2.3%
CC(C)NC(=O)C1CC(=O)N(c2ccc(F)c(Cl)c2)C1 (stereo unspecified)	-2%	0.0%	0.1%	0%	-4%	8%	9%	-0.6%	-2.3%
Cc1c(C(=O)Nc2ccc(F)cc2)oc2ccc(S(=O)(=O)N3CCCC3)cc12	-2%	-0.2%	/	5%	-3%	32%	-3%	-0.3%	0.3%
CCc1cc(=O)oc2cc(C)cc(OC(C)C(=O)NCCCN3CCOCC3)c12 (stereo unspecified)	-9%	-0.1%	0.1%	0%	4%	26%	-4%	-0.9%	-0.2%
C=CCOc1c(Cl)cc(CNCCCN2CCOCC2)cc1OC	2%	-0.1%	-2.6%	6%	3%	-56%[20 µM]	9%	2.5%	0.2%	NS5 inhibitors pilot replicate=-1.8
O=C(NCCN1CCOCC1)C1CCC(=O)N1Cc1ccc(F)cc1 (stereo unspecified)	11%	-0.2%	0.3%	6%	-1%	1%	-4%	-0.3%	-3.1%
CCOc1ccc(C(=O)CN2CCN(S(=O)(=O)c3ccc(OC)cc3)CC2)cc1	-24%	0.3%	0.3%	6%	-3%	-14%	-8%	3.5%	1.4%
O=C(OCc1nnc(-c2ccccc2)o1)c1ccco1	-6%	1.0%	-0.1%	5%	-4%	-49%	8%	-0.5%	-7.2%
Cc1nnc(SCC(=O)c2ccccc2)n1Cc1ccccc1	-20%	0.3%	-0.7%	2%	-7%	3%	-9%	2.1%	0.9%
CCOC(=O)C1CCN(C(=O)c2ccc(OC)cc2OC)CC1	/	-0.1%	-0.1%	-4%	-3%	-9%	8%	2.3%	-1.1%
CCOc1cc(NC(=S)NCCCN2CCOCC2)c(OCC)cc1NC(=O)c1ccco1	8%	0.3%	-0.4%	-9%	-6%	28%	-5%	-1.2%	-1.7%

Next section; it opens with the 2 that closed the last part.
SMILES	NOD1 NF-kB reporter	GPR55 beta-arrestin	West Nile antiviral	GPR55 antagonists	NS5 inhibitors	KOR beta-arrestin-1	GPR35 arrestin U2OS	HIV fusion peptide	KOR beta-arrestin-2	others
CCOC(=O)C1CCN(C(=O)c2ccc(OC)cc2OC)CC1	/	-0.1%	-0.1%	-4%	-3%	-9%	8%	2.3%	-1.1%
CCOc1cc(NC(=S)NCCCN2CCOCC2)c(OCC)cc1NC(=O)c1ccco1	8%	0.3%	-0.4%	-9%	-6%	28%	-5%	-1.2%	-1.7%
COc1ccc(S(=O)(=O)N2CCc3ccccc3C2)cc1C(=O)O	-7%	0.0%	?	2%	-3%	28%	4%	-0.1%	-4.3%
CCCC(=O)N(CCN1CCOCC1)c1nc2c(OC)ccc(OC)c2s1	-15%	-0.1%	-0.2%	-2%	5%	-10%	-13%	-0.6%	-8.6%
Cc1ccc(CNC(=O)C(CC(C)C)OC(=O)c2ccco2)cc1 (stereo unspecified)	-5%	-0.1%	-0.2%	-1%	-2%	-42%	-6%	0.3%	1.7%
CCCCSc1nc(O)c(Cc2ccccc2)c(=O)[nH]1	-10%	0.0%	-0.3%	8%	-5%	-29%	8%	0.0%	1.8%
Cc1nnc(-c2cnn(C)c2N)n1Cc1ccccc1	2%	-0.1%	0.1%	-3%	-3%	-7%	12%	0.9%	-5.4%
CCc1ccc(NC(=O)c2ccc(OC)c([N+](=O)[O-])c2)cc1	37%	-0.3%	0.3%	4%	0%	-11%	-12%	-0.5%	5.2%
COC(=O)C(C)NC(=S)N1CCN(c2c(F)cc3c(=O)c(C(=O)O)cn(C4CC4)c3c2OC)CC1C (stereo unspecified)	7%	-0.3%	-0.9%	-4%	-3%	14%	-10%	1.2%	6.4%
c1ccc(CN2CCOCCOCCOCCOCC2)cc1	-5%	-0.2%	-0.6%	-5%	1%	1%	-2%	-0.2%	0.6%
Cc1cc(/C=N\O)c(C)n1-c1ccncc1	-1%	0.1%	/	-1%	1%	-34%	-8%	-0.4%	0.3%
O=C(CCSc1ccc(Cl)cc1)NCc1ccncc1	21%	-0.2%	-0.2%	-8%	-4%	-54%	-16%	-1.1%	8.5%
CC1(C)Cc2c(sc3ncn4nnnc4c23)CO1	-1%	-0.2%	/	-9%	/	-8%	-8%	2.4%	-5.6%
N#CCCn1nc(-c2ccc(Cl)cc2)cc1Nc1ccccc1NC(=O)C(F)(F)F	16%	-0.3%	-0.8%	7%	-1%	8%	13%	2.2%	1.0%
CC(C)CCNC(=O)Cc1c(C(=O)O)[nH]c2ccc(Cl)cc12	13%	0.1%	0.0%	5%	/	-30%	14%	2.2%	-10%
Cc1cc(=O)oc2cc(O)c(N=Nc3ccccc3)cc12	-5%	0.2%	0.1%	2%	3%	-25%	16%	-1.1%	4.3%
Cc1cccn2c(CNCCc3ccco3)c(C(=O)N3CCOCC3)nc12	-38%	0.0%	-0.7%	1%	1%	-14%	12%	1.4%	-0.2%
Cc1ccc2nc(C3CCN(C(=O)NCc4ccccc4)CC3)[nH]c2c1	-17%	0.3%	-0.3%	11%	1%	-5%	15%	0.3%	-0.7%
Cc1ccc(C(=O)N/C(=C/c2ccco2)C(=O)NC2CCS(=O)(=O)C2)cc1 (stereo unspecified)	-42%	-0.5%	0.2%	4%	-2%	-10%	1%	-2.5%	4.3%
COc1cc(CC(=O)NCc2cccs2)cc(OC)c1OC	-28%	0.3%	0.2%	-12%	-3%	-8%	0%	0.9%	0.6%
Oc1c(Cl)cc(Cl)cc1CNc1ccc(Br)cn1	-49%	-0.1%	-0.3%	2%	-8%	-16%	-12%	2.4%	7.8%
Cc1ccnc(N2C(=O)c3ccccc3C2O)c1 (stereo unspecified)	-37%	-0.1%	-0.3%	2%	-1%	1%	0%	0.2%	-2.3%
CCOC(=O)c1c(C)[nH]c(C)c1C(=O)COC(=O)c1ccc(S(=O)(=O)N(CC)CC)cc1	-3%	0.0%	-0.6%	21%	-1%	36%	2%	0.5%	-1.0%
COCCNC(=O)/C(C#N)=C/c1c(F)cccc1Cl	-27%	0.5%	-0.8%	59%	-12%	25%	-15%	0.8%	-2.6%

Compound activity: PubChem BioAssay, several laboratories
